Assay outcomes from PubChem.
BoNT A protease – inhibitors of Botulinum neurotoxin A light chain protease. inhibition, % at 10 µM. 360,000 tested, 0.17% active. multiplex microsphere protease substrate cleavage, flow cytometry; note: plate controls were buffer without enzyme for full effect and enzyme alone for no effect
Mtb FBA inh – inhibits M. tuberculosis FBA enzyme; P9WQA3; purified M. tuberculosis FBA, fluorescence read-out; inhibition, % at 1 µM; 360,000 tested, 2.3% active; AID 588726; in the data active = inhibition above about 27%;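 note: 0% = vehicle and 100% = reference inhibitor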
PfHsp40 rescue – rescue of PfHsp40-mediated yeast toxicity; 340,000 tested, 0.68% active; growth rescue, % at 12.5 µM; S. cerevisiae expressing PfHsp40, growth rescue, ATP luminescence; AID 504582; in the data active = growth rescue above about 28%, passing the limit was not always enough; inconclusive = no clear call, values can overlap the other calls;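 note: yeast W303a lacking pdr1 and pdr3 grown in galactose medium; growth measured after three days at 30 °C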
BoNT-F LC inh – BoNT F light chain protease inhibition; 360,000 tested, 0.22% active; inhibition, % at 10 µM; Multiplex microsphere protease cleavage assay, flow cytometry; in the data active = inhibition above about 35%, passing the limit was not always enough; inconclusive = no clear call, values can overlap the other calls; note: plate controls were buffer without enzyme for full effect and enzyme alone for no effect
GDH-TPI counter – counter-screen for M. tuberculosis FBA inhibitors: GDH-TPI coupled enzymes; inhibition, % at 4.8 µM; AID 588335; 360,000 tested, 1.2% active; GDH-TPI coupled enzyme counterscreen, NADH absorbance; in the data active = inhibition above about 30%;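 note: 0% = DMSO wells and 100% = wells lacking the enzyme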
Mtb UGM inh – inhibitors of M. tuberculosis UDP-galactopyranose mutase; AID 504406; purified UGM, fluorescence polarization probe displacement; inhibition, % at 10 µM; 320,000 tested, 0.06% active; in the data active = inhibition above about 10%, passing the limit was not always enough; inconclusive = no clear call, values can overlap the other calls
BioA inh – blocks M. tuberculosis BioA enzyme activity; inhibition, % at 9.99 µM; 360,000 tested, 0.096% active; AID 602481; purified M. tuberculosis BioA enzyme, plate reader; in the data active = inhibition above about 40%; inconclusive = no clear call, values can overlap the other calls
Anthrax LF inh2 – blocks Bacillus anthracis lethal factor protease. P15917. multiplex microsphere protease cleavage assay, LF. inhibition, % at 10 µM. 360,000 tested, 0.12% active. AID 588501; note: plate controls were buffer without enzyme for full effect and enzyme alone for no effect
Target sequence (P15917 whole entry, looked up): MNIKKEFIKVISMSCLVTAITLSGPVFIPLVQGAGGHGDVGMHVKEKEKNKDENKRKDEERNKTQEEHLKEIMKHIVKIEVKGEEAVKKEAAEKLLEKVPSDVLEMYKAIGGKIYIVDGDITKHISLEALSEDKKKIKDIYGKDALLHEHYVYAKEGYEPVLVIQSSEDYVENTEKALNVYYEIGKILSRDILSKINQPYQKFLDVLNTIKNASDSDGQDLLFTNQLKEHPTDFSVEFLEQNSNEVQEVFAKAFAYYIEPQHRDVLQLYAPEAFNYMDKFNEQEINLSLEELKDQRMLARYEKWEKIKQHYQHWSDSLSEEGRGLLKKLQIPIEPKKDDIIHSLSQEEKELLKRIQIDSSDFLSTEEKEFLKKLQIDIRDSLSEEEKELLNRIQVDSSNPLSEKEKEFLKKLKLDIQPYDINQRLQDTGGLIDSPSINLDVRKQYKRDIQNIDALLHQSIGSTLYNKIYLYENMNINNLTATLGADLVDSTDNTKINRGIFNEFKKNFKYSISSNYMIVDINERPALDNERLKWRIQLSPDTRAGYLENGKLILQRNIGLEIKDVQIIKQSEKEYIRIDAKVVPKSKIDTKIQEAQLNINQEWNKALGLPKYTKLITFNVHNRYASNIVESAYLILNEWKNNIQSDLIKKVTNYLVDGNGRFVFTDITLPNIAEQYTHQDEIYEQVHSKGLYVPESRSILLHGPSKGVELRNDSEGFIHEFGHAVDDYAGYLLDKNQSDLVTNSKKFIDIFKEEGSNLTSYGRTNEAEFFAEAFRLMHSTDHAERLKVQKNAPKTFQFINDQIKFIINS
FadD28 binding – M. tuberculosis FadD28 bisubstrate binding inhibition. FadD28 bisubstrate probe binding, fluorescence polarization. inhibition, % at 12.5 µM. 360,000 tested, 0.22% active. AID 588549; in the data active = inhibition above about 8.5%, passing the limit was not always enough; inconclusive = no clear call, values can overlap the other calls
* hit, by the source's call; ? = inconclusive; nt = no result given; & = joins results of further samples. Cut-off read from the data, not from the text of the source, unless noted: active = inhibition above about 30%; inconclusive = no clear call, values can overlap the other calls; inactive = below that. The order is random. Share with any hit: about 4.7%.

SMILES | BoNT A protease | Mtb FBA inh | PfHsp40 rescue | BoNT-F LC inh | GDH-TPI counter | Mtb UGM inh | BioA inh | Anthrax LF inh2 | FadD28 binding
CS(=O)(=O)c1cccc(C(=O)Nc2ccc3c(c2)OCCCO3)c1 | 2.1 | -5 | 0.4 | 14 | 3 | 0.0 | 0.4 | 1 | -2.7
O=C(c1ccco1)N1CCN(c2ncnc3c2[nH]c2ccc(Br)cc23)CC1 | -1.0 | 7 | 0.5 | 6 | 22 | nt | 0.7 | -5 | -5.1
O=C(Cn1c(C2CC2)nc2ccccc2c1=O)Nc1ccc(Br)cc1 | -0.2 | -2 | 1.9 | -6 | 4 | -0.1 | -0.9 | -7 | -2.6
COc1ccc(NC2c3ccccc3C(=O)N2Cc2ccco2)cc1OC (configuration not stated) | 0.8 | 0 | 0.1 | 2 | -3 | 1.4 | 4.6 | -2 | 0.1
O=C(Nc1cc(-c2ccccc2)sc1C(=O)O)c1cccc(F)c1 | 0.9 | 6 | 1.7 | 30 | 13 | 1.1 | 9.9 | -8 | -14
COc1ccc(C(C(=O)NC2CCCCC2)N(Cc2ccco2)C(=O)c2snc(C(N)=O)c2N)cc1 (configuration not stated) | 1.0 | 4 | 0.9 | -1 | 0 | nt | -0.1 | -1 | -0.2
CCC(NC(=O)CSc1nnnn1C1CC1)c1ccc(Br)cc1 (configuration not stated) | -0.5 | 1 | -0.9 | -14 | -3 | 1.3 | -2.3 | -11 | -6.6
Cc1ccc(C(=O)CCC(=O)OCC(=O)Nc2ccc3[nH]c(=O)[nH]c3c2)cc1 | -6.7 | -2 | 0.3 | -12 | -6 | -0.6 | -1.9 | -3 | -3.7
COc1cccc(NC(=O)CN(C)CC(=O)Nc2ccc(C)c(S(=O)(=O)N3CCOCC3)c2)c1 | 1.5 | 1 | -0.4 | 5 | -4 | nt | 0.0 | -2 | -1.9
NNC(=O)C12CC3CC(C1)CC(n1ncnn1)(C3)C2 | 0.2 | 0 | -0.5 | 0 | 4 | -0.6 | nt | -2 | -1.4
O=C(Oc1ccc(-c2nnco2)cc1)c1ccc(Br)o1 | 0.2 | -1 | 1.2 | 1 | 12 | 1.3 | -0.8 | 3 | -2.6
O=C1SC(c2ccccc2)=C/C1=C\N1CCCCC1 | 0.2 | 0 | 2.2 | -5 | 20 | 1.9 | 1.1 | 0 | -1.5
COc1cccc(CCNC(=O)C2CCC(=O)N(Cc3cccc(OC)c3)C2)c1 (configuration not stated) | 0.2 | 2 | -0.7 | -1 | 0 | 0.2 | 1.7 | -2 | -2.8
COc1ccc(/C=C/C(=O)c2c(C)cc(C)[nH]c2=O)c2ccccc12 | 0.3 | 2 | 0.3 | ? | 8 | 3.7 | -2.2 | 4 | 2.3
COc1ccc(C2NC(=O)NC(C)=C2C(=O)OC2CCCCC2)cc1 (configuration not stated) | 0.3 | -2 | nt | 1 | 1 | nt | -0.2 | -4 | -1.2
CCOc1ccc(-n2ccnc(SCC(=O)Nc3ccc(CC)cc3)c2=O)cc1 | -4.3 | 1 | 0.4 | -10 | -4 | -5.0 | 0.1 | -5 | -1.8
CNC(=S)N1CCC(Cc2ccccc2)CC1 | -2.0 | -2 | 0.7 | -4 | -1 | -1.3 | 1.3 | 0 | -7.1
CN(CCc1ccccc1)C(=O)c1ccc(NC(=O)Cc2ccc(NC(=O)C3CCN(C(=O)CCc4ccccc4)CC3)cc2)cc1 | -0.6 | -2 | 1.5 | -3 | 7 | nt | -1.8 | -4 | -1.1
CC1CCCN(C(=O)COC(=O)C2=COCCO2)C1 (configuration not stated) | -0.3 | -2 | 0.6 | -1 | 5 | -2.5 | 0.0 | -2 | -3.9
CCOc1ccc(C(=O)Nc2ccccc2C#N)cc1[N+](=O)[O-] | -0.6 | 1 | 0.1 | -12 | 5 | -2.7 | nt | 1 | -1.0
CCOc1ccccc1N1C(=O)c2ccc(C(=O)Nc3cccnc3)cc2C1=O | -0.5 | 1 | -0.7 | -7 | -1 | -0.3 | 21 | 3 | -0.9
CC1(C)N=C(c2ccc(Cl)cc2Cl)C(=O)N1 | 2.8 | -2 | 0.1 | 2 | -4 | 4.2 | 1.0 | 2 | -2.9
O=C(COC(=O)c1ccc2c(c1)OCO2)Nc1cccc(F)c1 | 0.2 | 1 | 1.2 | -5 | -1 | 6.0 | 0.7 | -2 | -4.2
CCCCCC(=O)Nc1nc(C)c(-c2csc(Nc3ccc(Cl)cc3)n2)s1 | 0.1 | 2 | -0.3 | -5 | 20 | 2.6 | -2.4 | -12 | -1.7
CCOc1ncccc1C(=O)OCc1cn2cc(Cl)ccc2n1 | 1.4 | -9 | 0.6 | -7 | 13 | -1.0 | nt | -2 | -2.0
Next part
SMILES | BoNT A protease | Mtb FBA inh | PfHsp40 rescue | BoNT-F LC inh | GDH-TPI counter | Mtb UGM inh | BioA inh | Anthrax LF inh2 | FadD28 binding
Cc1ccc(C)c(NS(=O)(=O)c2cc(C(=O)NCC3CCCO3)ccc2C)c1 (configuration not stated) | 1.8 | 3 | -1.1 | 0 | 8 | -1.3 | -0.8 | -4 | -0.9
CCOC(=O)Cn1nnc(-c2cc(OC)c(OC)c(OC)c2)n1 | 0.1 | -1 | -0.7 | 1 | -5 | 0.1 | -0.7 | -5 | -2.2
COc1ccc(C(=O)Cn2c3ccccc3n3nc(CCC(=O)O)c(=O)nc23)cc1OC | -0.5 | 5 | 0.3 | -1 | -4 | -2.1 | nt | 2 | -4.8
Cc1ccc(SCC2=NN(c3nc(C)cc(C)n3)C(=O)C2)cc1 | 0.4 | 0 | 15 | -4 | -3 | 1.8 | nt | -4 | 1.6
COc1cc(C(=O)NCC(=O)NCC2COc3ccccc3O2)cc(OC)c1OC (configuration not stated) | nt | -2 | -1.5 | nt | -5 | -0.3 | 0.6 | nt | -2.9
CC(OC(=O)C(C)N1C(=O)C2C3C=CC(C4CC34)C2C1=O)C(=O)c1ccccc1 (configuration not stated) | -0.5 | -5 | 1.8 | 0 | -4 | -0.4 | -0.4 | -2 | -7.1
CC(=O)NNc1nc(-c2ccccc2)c2cc(Br)ccc2n1 | -0.7 | 0 | -0.2 | -4 | 4 | -3.5 | -1.3 | -3 | nt
CC(=O)Nc1cccc(-c2csc(C(O)c3ccc(F)cc3)n2)c1 (configuration not stated) | -0.4 | -3 | nt | -4 | -12 | nt | 4.6 | -2 | -3.7
CCCC1(CCC)NC(=O)N(CC(=O)N2CCN(C(=O)c3ccco3)CC2)C1=O | 0.2 | 1 | -1.2 | -24 | 1 | 0.4 | -1.1 | 1 | 0.3
Cc1ccccc1S(=O)(=O)N(C)C[C@H]1OCc2cn(nn2)CCCC(=O)N([C@H](C)CO)C[C@@H]1C | -0.1 | 1 | nt | 2 | nt | nt | 1.4&-2.6 | -3 | -0.7
COc1ccc(-n2cnnc2SCC(=O)NC2CCS(=O)(=O)C2)cc1 (configuration not stated) | 0.7 | 0 | 0.4 | -9 | 9 | 1.4 | -0.5 | 3 | -0.9
NCC(O)c1ccc(O)cc1 (configuration not stated) | -2.0 | -1 | -0.4 | -8 | -11 | -1.7 | -0.6 | -16 | -3.2
CCC(C)c1ccc(NC(=O)COC(=O)C2CCCC2)cc1 (configuration not stated) | -0.3 | -2 | 2.0 | 3 | -1 | -1.8 | 0.8 | 3 | nt
O=C(Cn1cc([N+](=O)[O-])cn1)Nc1ccccn1 | -0.1 | -2 | -0.3 | 2 | 0 | 2.4 | nt | 1 | -2.5
Cc1nc2ccc(-c3nc4cc(N)ccc4o3)cc2[nH]1 | -0.8 | 12 | 1.5 | -3 | 21 | 2.0 | 0.4 | -7 | -11
C=CCNC(=O)NC(=O)CSc1nnc(C(F)(F)F)n1C | -0.1 | -2 | 0.6 | -4 | 5 | -0.5 | -0.5 | -2 | -0.9
C/C(=N/Nc1cc(-c2ccccc2)nc(-c2ccccc2)n1)c1ccc(O)cc1 | -0.4 | 4 | ? | 1 | 19 | -2.7 | -1.7 | -4 | -6.0
N#Cc1c(NC(=O)COC(=O)c2ccc(O)cc2O)sc2c1CCC2 | 1.7 | -1 | -0.3 | -2 | 12 | -2.1 | -2.3 | 2 | 0.6
Cc1ccccc1C(=O)NCC(=O)OC1CCCCC1=O (configuration not stated) | 1.9 | -1 | -0.9 | -2 | 0 | 0.4 | -1.6 | -3 | -0.3
Cc1ccccc1C1c2[nH]c3ccccc3c2CCN1C(=O)c1ccc(=O)n(C)n1 (configuration not stated) | -1.1 | 1 | 0.6 | -2 | 2 | 1.4 | nt | 0 | 0.9
C/C=C/C(=O)Nc1ccccc1Br | -0.8 | 1 | -0.7 | -10 | 7 | -0.1 | -1.4 | -4 | -0.3
O=C(CN1c2cccc3cccc(c23)S1(=O)=O)NCCc1ccc(F)cc1 | 0.3 | 4 | -0.8 | -9 | 12 | 1.5 | -1.1 | -5 | -0.5
COc1cccc(NC(=O)CN(C)C(=O)CC2CC3CCC2C3)c1 (configuration not stated) | 1.6 | 3 | -0.9 | -2 | 8 | -5.1 | 1.4 | 4 | 2.2
O=C(Nc1cc(Br)ccc1O)c1cnn2c(C(F)F)cc(C3CC3)nc12 | 0.3 | 0 | 0.6 | 0 | 7 | 0.2 | nt | 1 | 3.6
Cc1ccc(-c2nc3ncccn3c2Nc2ccc3c(c2)OCCO3)cc1 | 0.9 | -3 | -1.8 | 2 | 6 | 0.4 | 0.5 | -6 | -2.8

Fetched by structure from the entries so far, four records:
SMILES | BoNT A protease | Mtb FBA inh | PfHsp40 rescue | BoNT-F LC inh | GDH-TPI counter | Mtb UGM inh | BioA inh | Anthrax LF inh2 | FadD28 binding
O=C(c1ccco1)N1CCN(c2ncnc3c2[nH]c2ccc(Br)cc23)CC1 | -1.0 | 7 | 0.5 | 6 | 22 | nt | 0.7 | -5 | -5.1
N#Cc1c(NC(=O)COC(=O)c2ccc(O)cc2O)sc2c1CCC2 | 1.7 | -1 | -0.3 | -2 | 12 | -2.1 | -2.3 | 2 | 0.6
O=C(Cn1c(C2CC2)nc2ccccc2c1=O)Nc1ccc(Br)cc1 | -0.2 | -2 | 1.9 | -6 | 4 | -0.1 | -0.9 | -7 | -2.6
CCC(C)c1ccc(NC(=O)COC(=O)C2CCCC2)cc1 (configuration not stated) | -0.3 | -2 | 2.0 | 3 | -1 | -1.8 | 0.8 | 3 | nt

Other structures follow.
SMILES | BoNT A protease | Mtb FBA inh | PfHsp40 rescue | BoNT-F LC inh | GDH-TPI counter | Mtb UGM inh | BioA inh | Anthrax LF inh2 | FadD28 binding
CN(Cc1ccc(-n2cccn2)cc1)Cc1cn(C)nc1-c1ccccc1F | 0.2 | 1 | -0.9 | -4 | -7 | 1.8 | nt | -1 | -2.9
Cc1cc(C)cc(N(C(C)C(=O)N2CCCCC2)S(C)(=O)=O)c1 (configuration not stated) | 0.3 | -1 | 1.0 | -8 | -9 | -0.8 | 2.1 | 1 | -5.7
CC1CCCN(S(=O)(=O)c2ccc(S(=O)(=O)NC(C)c3cccs3)cc2)C1 (configuration not stated) | -0.4 | -1 | 0.6 | -6 | 5 | -0.6 | 1.1 | 0 | -0.2
O=C(Cc1cccc(NC(=O)C2CCCN(C(=O)CCc3ccccc3)C2)c1)Nc1cccc(C(=O)N2CCCCC2)c1 (configuration not stated) | 0.5 | 1 | 0.2 | 1 | 1 | nt | -0.6 | 0 | -0.4
O=C(Nc1ccc(N2CCOCC2)cc1)C1CCCN(S(=O)(=O)c2ccccc2)C1 (configuration not stated) | 1.3 | 0 | 1.4 | -2 | 13 | -0.3 | 2.0 | 0 | 1.5
O=c1[nH]c(Cc2cccc(C(F)(F)F)c2)nc2ccccc12 | -5.4 | -1 | 1.8 | -3 | 19 | -4.0 | nt | 7 | -2.6
O=C(O)c1ccc(Nc2c3ccccc3nc3ccccc23)cc1 | 1.9 | 98* | -0.5 | -24 | -1 | -1.3 | -1.4 | -5 | 2.1
Cc1cc(Br)ccc1NC(=O)CNC(=O)COc1ccccc1C | 1.2 | 1 | -0.7 | 3 | 3 | 0.0 | nt | 2 | 0.4
CN1CC=C(c2c[nH]c3ccccc23)CC1 | 0.0 | 0 | -0.8 | 5 | 9 | -2.5 | -0.4 | 0 | 0.7
Cc1cc(C(=O)Cn2nc(C(=O)O)c3ccccc3c2=O)c(C)n1CC(F)(F)F | -0.8 | 2 | -1.0 | -7 | -3 | -3.0 | -1.6 | 1 | -0.8
